ALOX12 inh – ALOX12 (human) lipoxygenase inhibition. P18054. purified 12hLO, xylenol orange hydroperoxide absorbance. Potency, µM (titrated, usually from 108 µM), for inactives: at the top dose activity change, negative = inhibition, most hits filed as inhibitors. 580,000 compounds, 1.1% hits; also: potency is read from the fitted curve at half-maximal effect; % is scaled to controls: 0 for no effect and ±100 for the full control effect
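Hydroperoxide product was detected by ferrous iron/xylenol orange as the 573 to 405 nm absorbance ratio. Arachidonic acid at 40 uM (final) was turned over for 30 min at room temperature by 150 nM human 12hLO, pH 7.0 Hepes buffer, after 15 min compound preincubation.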
Vif-APOBEC3G blk – inhibitors of Vif-APOBEC3G interaction. 410,000 compounds, 0.076% hits. HeLa A3G-eYFP + Vif (tagged APOBEC3G with the HIV-1 protein that degrades it), YFP fluorescence, overnight. Potency, µM (top dose mostly 46.1 µM), for the others: at the top dose activity, negative = active, hits mostly inhibitors. Q9HC16;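 also: potency is read from the fitted curve at half-maximal effect; % is scaled to controls: 0 for no effect and ±100 for the full control effect; nearly all actives have a fitted effect of over 60% in size; hits raise eYFP signal because A3G escapes Vif-driven loss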
Target sequence (Q9HC16 whole entry, looked up): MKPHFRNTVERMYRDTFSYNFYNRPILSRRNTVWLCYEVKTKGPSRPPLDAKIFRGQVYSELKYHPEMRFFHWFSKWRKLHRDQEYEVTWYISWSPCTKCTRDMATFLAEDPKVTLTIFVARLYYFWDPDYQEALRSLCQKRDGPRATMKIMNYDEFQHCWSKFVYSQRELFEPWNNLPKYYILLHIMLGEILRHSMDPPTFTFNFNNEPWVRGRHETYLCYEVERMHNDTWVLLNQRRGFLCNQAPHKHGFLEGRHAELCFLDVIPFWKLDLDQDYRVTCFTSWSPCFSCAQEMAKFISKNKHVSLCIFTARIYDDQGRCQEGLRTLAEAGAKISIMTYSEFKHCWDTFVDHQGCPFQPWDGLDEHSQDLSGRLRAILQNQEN
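HeLa cells stably expressing Vif and C-terminally eYFP-tagged A3G, seeded overnight at 37 deg C, then exposed to compound by pintool overnight at 37 deg C. Rise in yellow fluorescence (Ex 488/Em 500-530, Acumen) marks blocked Vif-driven A3G degradation.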
RGS4 inhibitor – inhibitors of human regulator of G protein signaling 4; P49798; Transcreener GDP fluorescence polarization, RGS4-accelerated GTP hydrolysis; Potency, µM (doses to about 114 µM), for the others: top-dose activity change, negative = inhibition, usual class: inhibitors; 390,000 compounds, 0.039% hits; AID 504845; also: potency is read from the fitted curve at half-maximal effect; % is scaled to controls: 0 for no effect and ±100 for the full control effect; nearly all actives have a fitted effect of over 75% in size; some results filed as inactive show a strong effect at the top dose
Target sequence (P49798 whole entry, looked up): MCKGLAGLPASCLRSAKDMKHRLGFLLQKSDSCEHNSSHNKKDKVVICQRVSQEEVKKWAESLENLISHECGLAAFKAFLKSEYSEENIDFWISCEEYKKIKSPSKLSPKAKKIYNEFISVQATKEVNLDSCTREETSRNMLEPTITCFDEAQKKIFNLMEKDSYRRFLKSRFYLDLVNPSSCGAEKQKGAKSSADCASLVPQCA
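MLSMR compounds (23 nl, pin-transferred) preincubated 10 min at room temperature with a 500nM (2x) first reagent, then RGS4 at 900nM (2x) plus Transcreener GDP mix added; fluorescence polarization (620/688 nm) read before and after 90 min at 30 °C.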
D2 agonist – activates the human D2 dopamine receptor; activation, % at 2 µM; P14416; 340,000 compounds, 0.53% hits; HEK293 T-REx D2 cells, calcium flux agonist mode;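 active = activation over 3 SD above normal in the single-dose calcium agonist read, cut at about 30% in these data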; also: 0% is about no effect
Target sequence (P14416 whole entry, looked up): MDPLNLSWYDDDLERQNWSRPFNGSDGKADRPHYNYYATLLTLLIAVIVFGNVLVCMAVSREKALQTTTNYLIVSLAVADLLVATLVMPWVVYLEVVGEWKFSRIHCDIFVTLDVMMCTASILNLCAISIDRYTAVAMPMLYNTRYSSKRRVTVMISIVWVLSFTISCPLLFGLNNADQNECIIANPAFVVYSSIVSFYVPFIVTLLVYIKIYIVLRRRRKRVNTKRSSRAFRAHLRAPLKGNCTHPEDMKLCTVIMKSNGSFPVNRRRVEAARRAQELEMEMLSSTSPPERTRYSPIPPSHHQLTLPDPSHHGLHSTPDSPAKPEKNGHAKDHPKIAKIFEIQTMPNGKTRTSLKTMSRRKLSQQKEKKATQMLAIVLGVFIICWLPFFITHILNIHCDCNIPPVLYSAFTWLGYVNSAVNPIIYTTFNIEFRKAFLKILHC
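Calcium-flux readout, 1 cycle/sec over 180 s following compound pin transfer, in inducible HEK293 Trex D2 cells (force-coupled); dopamine controls included. Positive calcium responses during this window marked compounds as potential agonists.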
ERG Ets-DNA blk – inhibitors of human ERG Ets domain-DNA interaction | P11308 | fluorescence polarization, His-ERG Ets domain / labelled DNA | Potency, µM (series often up to 76.9 µM), for inactives: at the highest dose FP activity, negative = inhibition, most hits filed as inhibitors | 370,000 compounds, 0.028% hits; active = well fitted inhibition curve with a large enough effect in the polarisation, with a control signal flat; inconclusive = small, poorly fitted or top-dose-only effect, or effect the other way, or a change in a side signal; inactive = no such curve, though single readings can be large or run the other way; the % refers to the polarisation;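 also: polarization taken with two DNA probes labelled with fluorescein and Texas red; potency is read from the fitted curve at half-maximal effect; % of control where 0% means no effect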
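His-tagged ERG Ets domain (1 uM in the protein solution; 300mM KCl, 50mM Tris-HCl, 1mM EDTA, 1mM DTT, pH 7.5) received compound, then a probe mix of 5 nM fluorescein-DNA and 100nM Texas-615-DNA. Fluorescence polarization was read for both dyes.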
LDHA block – blocks human lactate dehydrogenase A; 480,000 compounds, 0.15% hits; activity change, % (values are at about 110 or 230 µM); purified LDHA, NADH/diaphorase-resazurin fluorescence; stronger effect = lower value; AID 1347041; in the data active = activity change below about -30%; inconclusive = mostly about -25% to -30%;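 also: plate controls were DMSO wells for no effect and wells without enzyme for full effect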
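Resorufin fluorescence (ex540/em590), read at 0 and 20 min after diaphorase/resazurin addition, reports the NADH left after a 5 min room-temperature reaction of 2 nM human LDH5 with 0.06 mM NADH and 0.2 mM pyruvate.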
D2 antagonist – antagonizes the human D2 dopamine receptor; HEK293 TREx D2 cells, calcium flux, dopamine EC80; inhibition, % at 10 µM; 340,000 compounds, 2% hits; in the data active = inhibition above about 30%; also: 0% is about no effect
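Cells plated overnight at 30 C with tetracycline; no-wash calcium dye, 30–90 min RT; 10 s baseline; compound pinned; 180 s read; EC80 dopamine added; another 180 s read.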
Vif-A3F inh – blocks the Vif interaction with APOBEC3F; AID 602313; HeLa A3F-eYFP + Vif (tagged APOBEC3F with the HIV-1 protein that degrades it), YFP fluorescence increase; Potency, µM (highest dose often 46.1 µM), for the others: top-dose activity, negative = active; 390,000 compounds, 0.2% hits; also: potency is read from the fitted curve at half-maximal effect; % of control where 0% means no effect; nearly all actives have a fitted effect of over 65% in size
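HeLa cells stably expressing Vif plus C-terminally eYFP-tagged A3F were seeded, incubated overnight at 37 deg C, dosed with compound, incubated overnight again at 37 deg C. Yellow fluorescence (Ex 488/Em 500-530) reported blocked Vif-mediated A3F-eYFP degradation.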
GRP78 ERSR act – induces the endoplasmic reticulum stress response in human glioma cells | Potency, µM, inactives show at the top dose activation, actives largely listed as activators | U87-MG GRP78 promoter luciferase reporter, 16 h | AID 602332 | 420,000 compounds, 0.02% hits; also: potency is read from the fitted curve at half-maximal effect; series mostly up to about 76 µM; % of control where 0% means no effect; nearly all actives have a fitted effect of over 35% in size
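Stably transfected U87-MG glioma cells carrying a GRP78-based luciferase sensor; 16 h compound incubation. Luminescence end-point read 10 min after Bright-Glo addition at room temperature.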
* hit, by the source's call; ? = inconclusive; . = not tested or not shown; & = joins results of further samples; [ ] = remark or other dose. Unless noted, calls follow the shape of the dose curve; as a rule, active = well fitted curve in the direction sought with a large enough effect; inconclusive = small, poorly fitted or top-dose-only effect, or another doubt; inactive = no such curve, though single readings can be large; an effect the other way counts as inactive or inconclusive. Only part of the results is shown, so the mix of outcomes need not match the whole.

| SMILES | Vif-APOBEC3G blk | RGS4 inhibitor | LDHA block | ERG Ets-DNA blk | D2 antagonist | Vif-A3F inh | D2 agonist | ALOX12 inh | GRP78 ERSR act |
| --- | --- | --- | --- | --- | --- | --- | --- | --- | --- |
| Cc1cccn2cc(CCNC(=O)c3ccc(Br)o3)nc12 | 2% | 7% | -8 | -1% | 0 | 1% | -0.2 | 2%[57.4 µM] | 0% |
| Cc1ccccc1NC(=O)CCCn1nc(C)c2c(C)n(-c3ccccc3)nc2c1=O | -2% | 0% | -4 | 7% | -8 | -4% | 0.2 | 13% | -1% |
| COc1cc(/C=C2\SC(c3ccccc3)=NC2=O)cc(Cl)c1O | -4% | ? | 12 | 41%[activator] | -6 | -2% | 3.7 | 8.9µM* | 5% |
| CN(Cc1cnn(C)c1)Cc1nc(C(c2ccccc2)c2ccccc2)no1 | 4% | -21% | 4 | 12% | -29 | -2% | 1.4 | -8% | -2% |
| Cc1cc(NC(=O)c2cccc(Br)c2)n[nH]1 | 1% | 4% | -6 | 5% | 6 | 2% | 0.1 | 7% | 6% |
| CN(C)CCCC(=O)c1ccc2c(c1)OCO2 | -5% | 2% | -5 | 1% | 3 | . | -0.3 | -10% | -2% |
| O=C(Nc1nc2n(n1)C(c1ccccc1)C=C(c1ccccc1)N2)c1ccco1 (configuration not stated) | -4% | 7% | -4 | -1% | 5 | -7% | 8.3 | ? | -2% |
| COc1ccc(CCN(Cc2cc3cc(C)c(C)cc3nc2Cl)C(=O)C2CC2)cc1 | 1% | -21% | -16 | . | -27 | 2% | 0.6 | 5% | -3% |
| CC1=NN(c2ccccc2)C(=O)/C1=C\c1c(C)[nH]n(-c2ccccc2)c1=O | 0% | 30% | -11 | -4% | -9 | -17% | 1.0 | 0% | -3% |
| O=C(Nc1cccc(Cl)c1)C1=Cc2cc(Cl)ccc2OC1 | 3% | 5% | -1 | -6% | 29 | -1% | 1.3 | 150% | -3% |
| c1ccc(-n2nnnc2NCCCN2CCOCC2)cc1 | 0% | 6% | -1 | 0% | 4 | 3% | 0.4 | 7% | -2% |
| CCCC(=O)Nc1cc(C)c(NC(=O)c2cccs2)cn1 | 0% | -27% | -5 | -3% | -7 | 0% | 2.3 | -6% | -1% |
| CCCN(CC(=O)Nc1ccccc1C)C(=O)c1ccc(C)c(S(=O)(=O)N2CCCCC2)c1 | 0% | -35% | 2 | 4% | 1 | -3% | -0.1 | -16% | -3% |
| COc1ccc(S(=O)(=O)NCC(c2cccnc2)N2CCN(C)CC2)cc1OC (configuration not stated) | 0% | 6% | -3 | -17% | 0 | 11% | 1.2 | 6% | 1% |
| COc1ccc(-c2nnc(SCC(=O)Nc3cc(C)on3)n2C)cc1OC | -1% | -3% | 1 | -2% | 4 | 0% | -1.1 | 7% | 1% |
| COC(=O)c1cn(C(=O)c2ccc(Cl)cc2)c2ccccc12 | -4% | 4% | -6 | 3% | -2 | 3% | -1.9 | 143%[activator] | -1% |
| CC(C)Sc1nc(N)c2c3c(sc2n1)CN(C)CC3 | -1% | 17% | 1 | -2% | -7 | -7% | -0.1 | 8% | ? |
| Cc1ccc(SCc2c(C(=O)N/N=C/c3ccccc3)nnn2-c2nonc2N)cc1 | 2% | 10% | -5 | 9% | 8 | 1% | -1.4 | 0% | -4% |
| CCCS(=O)(=O)c1nc(S(=O)(=O)c2ccc(C)cc2)c(N2CCC(C(N)=O)CC2)s1 | 0% | 1% | -8 | 22% | -2 | 3% | 0.2 | -27% | -1% |
| Cn1c(COc2ccc(F)cc2)nc2ccccc21 | -4% | 2% | 0 | 6% | -6 | -1% | -1.1 | -48% | 3% |
| COc1ccc(NS(=O)(=O)c2cc(NC(=O)Cn3cnc4c3c(=O)n(C)c(=O)n4C)ccc2C)cc1 | ? | -2% | -3 | -2% | 7 | -16% | 0.0 | -1% | 0% |
| COc1ccc(NC(=O)CSc2nc(=O)n(CCN3CCOCC3)c3c2CCC3)cc1 | 2% | -19% | -7 | 0% | -4 | -4% | -0.2 | -17% | -5% |
| Cc1ccc(Cl)cc1N1CCN(C(=O)C2CCN(S(=O)(=O)c3ccc4c(c3)oc(=O)n4C)CC2)CC1 | -1% | 18% | -13 | 6% | . | 5% | 0.1 | -26% | 0% |
| O=C(Cn1nnc(-c2ccccc2Cl)n1)N1CCCCC1 | 0% | 1% | 0 | -6% | -10 | 4% | -0.6 | 1% | 0% |
| CCOC(=O)C1CCCN(C(=O)c2cncc(Br)c2)CC1 (configuration not stated) | -1% | . | 0 | . | . | . | . | -4% | -3% |
| CC1CCC(NC(=O)CCc2cn(Cc3ccccc3Cl)c3ccccc23)CC1 (configuration not stated) | 7% | 22% | 4&-10 | 1% | . | 7% | -0.2 | -28%&-5% | 0% |
| Cc1ccc(-c2nnc(Nc3ccc4c(c3)OCO4)c3ccccc23)cc1S(N)(=O)=O | -24% | -15% | -3 | 15% | . | 5% | . | -20% | 4% |
| Cc1cnccc1CN(C)Cc1cn(C)nc1-c1cccc(Cl)c1 | -1% | ? | 1 | 1% | 3 | 4% | -0.3 | 0% | -2% |
| Cc1ccc(S(=O)(=O)CCC(=O)NC2CCCC2)cc1 | -1% | 4% | -2 | -4% | 9 | 0% | 0.6 | 82%[activator] | -2% |
| CCN(CC)CCCNc1oc(-c2ccc(OC)c(OC)c2)nc1C#N | 4% | 6% | -1 | 1% | 11 | -14% | 0.5 | ? | -1% |
| CC(=O)N1c2ccccc2C2CCCC[C@H]21 (some centres not stated) | 1% | 20% | -8 | 0% | 3 | -1% | 0.2 | 3% | -2% |
| CCSc1nnc(NC(=O)c2cccc(OCc3c(C)noc3C)c2)s1 | -11% | 5%[56.9 µM] | -7 | -6% | -22 | -5% | -0.2 | -16% | -3% |
| COCCN(C(=O)c1ccc(OCC(C)C)cc1)c1c(N)n(Cc2ccccc2)c(=O)[nH]c1=O | 2% | -2% | -8 | 2% | 11 | -4% | 1.2 | -19% | 2% |
| COc1cccc(C(=O)OCC(=O)N2CCc3ccccc3C2)c1OC | 2% | -5% | -6 | 6% | . | 6% | . | 13% | 1% |
| CCOC(=O)c1ccc(N2Cc3ccccc3C2=NC(=O)c2cccs2)cc1 | -8% | 24% | -1 | 5% | 10 | -19% | -0.5 | 34% | 9% |
| O=S(=O)(c1ccc(Br)cc1F)N1CCC(O)CC1 | 4% | -1% | -1 | -7% | . | -9% | . | ? | 1% |
| CN1CCN(CC(=O)N2c3ccccc3Sc3ccccc32)CC1 | -6% | -11% | -1 | -3% | -15 | -17% | 0.9 | ? | -3% |
| COc1ccc(N2CCN(S(=O)(=O)CCNC(=O)c3ccc(C(F)(F)F)cc3)CC2)cc1 | 5% | 15% | -4 | 7% | . | -4% | 1.6 | 2% | 0% |
| COC(=O)c1onc(-c2c(OC)cc(OC)cc2OC)c1C(=O)OC | -2% | -3% | 0 | -9% | -8 | 5% | -0.7 | -29% | -3% |
| COc1cccc(N2C(=O)CC(c3c[nH]c4ccccc34)C2=O)c1 (configuration not stated) | -1% | 1% | 2 | 11% | -20 | -4% | 0.7 | -33% | -4% |
| CCCN(c1ccc(OCC)cc1)c1ncnc2nc[nH]c12 | 5% | 6% | -6 | -6% | 6 | 2% | 0.1 | -5% | -2% |
| CC(C)n1c(CN2CCN(Cc3ccccc3)CC2)nc2ccccc21 | 1% | 24% | -1 | -5% | -2 | 9% | -0.3 | ? | 0% |
| CC(=O)c1ccc(Nc2nc(C(N)Cc3ccc(C(F)(F)F)cc3)cs2)cc1 (configuration not stated) | -19% | . | -1 | . | . | . | . | -16% | -6% |
| C=CCCC1CN(Cc2ccco2)S(=O)(=O)c2c(F)cccc2O1 (configuration not stated) | -5% | -43% | -3 | 7% | . | -7% | . | ? | 6% |
| CSc1ccccc1NC(=O)C1CC(c2c(F)cccc2Cl)=NO1 (configuration not stated) | -2% | -17% | -4 | 9% | 5 | -7% | -1.1 | ? | 5% |
| CCc1nnc(NC(=O)c2ccc(S(=O)(=O)N3CCN(Cc4ccccc4)CC3)cc2)s1 | 0% | 9% | -9 | . | 11 | -10% | -0.7 | 7% | 0% |
| Cc1ccc(C(=O)NC(=O)CSc2ncccc2C(=O)O)cc1 | 1% | -3% | -12 | 4% | 3 | 8% | -0.1 | -32% | -2% |
| CCCn1c(CCc2ccccc2)n[nH]c1=S | 6% | -3% | 1 | -8% | -15 | -12% | 0.0 | ? | -5% |
| O=S(=O)(/N=C(/Sc1ccccc1)c1ccccc1)c1ccccc1 | 1% | ? | -10 | -6% | -4 | 6% | 0.2 | -14% | -5% |
| CCOc1ccc(S(=O)(=O)Nc2ccc3oc(C)c(C(=O)OC(C)C)c3c2)cc1 | ? | -19% | 3 | -4% | . | ? | 0.3 | ? | ? |
| CN(C)S(=O)(=O)c1cccc(NC(=O)c2ccc(S(=O)(=O)N3CCCC3)cc2)c1 | 0% | 8% | -9 | -1% | 14 | 6% | 1.1 | 1% | -4% |
| CCN1C/C(=C/c2ccc(N3CCOCC3)cc2)C(=O)/C(=C/c2ccc(N3CCOCC3)cc2)C1 | 10µM* | -52% | -2 | . | -1 | 25µM* | 12 | -22% | -4% |

High-throughput results from PubChem.
